Compound activity deposited in PubChem by National Center for Advancing Translational Sciences (NCATS).
CXXC DNA block = inhibitors of human MLL CXXC domain-DNA interaction. MLL-CXXC / FITC-HOXA9 DNA fluorescence polarization. AID 2662. Q03164. Potency, µM (doses to about 115 µM), inactives show top-dose activity change, negative = inhibition, actives largely listed as inhibitors. 290,000 tested, 0.037% active; active = well fitted inhibition curve with a large enough effect in the polarisation, with a control signal flat, not every such curve was filed as active; inconclusive = small, poorly fitted or top-dose-only effect, or effect the other way, or a change in a side signal; inactive = no such curve, though single readings can be large or run the other way; the % refers to the polarisation; note: potency is the fitted concentration of half-maximal effect
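Fluorescence polarization: 7 uM MLL-CXXC (stock) preincubated 5 min with compounds, then 50 nM fluorescein-HOX-A9 DNA (stock) added; 30 min ambient. Buffer 50 mM Tris-HCl pH 7.5, 50 mM NaCl, 1 mM DTT, 0.05% BSA.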
Giardia kill = Giardia lamblia killing; Giardia lamblia trophozoite viability; activity change, % at 7.66 µM, hits read low; 340,000 tested, 0.15% active; in the data active = activity change below about -80%; inconclusive = between about -30% and that limit;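 note: parasites exposed to compound for two days anaerobically before the ATP read; % is set by controls: 0 for no effect and ±100 for the full control effect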
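Trophozoites 100 cells/well + cpd; 48 hrs, 37 deg C, anaerobic. ATPLite 1-Step added, 15-30 min RT, luminescence read (ATP-based viability).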
USP2a block = USP2a (human) protease inhibition | USP2 core, Ub-CHOP2 coupled fluorogenic reporter, 485/531 | Potency, µM (titrated, usually from 38.3 µM), for inactives: at the top dose activity change, negative = inhibition, hits mostly inhibitors | 330,000 tested, 0.01% active | AID 463254;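 note: potency is the fitted concentration of half-maximal effect; plate controls were DMSO wells for no effect and full inhibition by NEM control for full effect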
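USP2 core (10nM final) preincubated 30min RT with compound in 20mM Tris-HCl pH 8.0, 2mM CaCl2, 2mM beta-mercaptoethanol, 0.05% CHAPS; 25nM Ub-CHOP2 plus 25nM reporter substrate added, fluorescence (Ex485/Em531) read after 60min.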
Menin MLL FP TR = inhibitors of human menin-MLL interaction, mutant MLL peptide; O00255; Menin + Texas Red MLL mutant peptide, fluorescence polarization; 270,000 tested, 0.23% active; Potency, µM (top dose mostly 61.6 µM), without a hit: at the highest dose FP activity change, negative = inhibition, hits mostly inhibitors; active = well fitted inhibition curve with a large enough effect in the polarisation, with a control signal flat, not every such curve was filed as active; inconclusive = small, poorly fitted or top-dose-only effect, or effect the other way, or a change in a side signal; inactive = no such curve, though single readings can be large or run the other way; the % refers to the polarisation; note: potency is the fitted concentration of half-maximal effect; % of control where 0% means no effect; many of its hits are not listed in these tables
GALK inh = blocks human galactokinase activity | P51570 | Purified GALK, Kinase-Glo residual ATP luminescence | Potency, µM (top dose mostly 57.5 µM), inactives show at the highest dose activity change, negative = inhibition, most hits filed as inhibitors | 270,000 tested, 0.007% active; note: potency is the fitted concentration of half-maximal effect; % is set by controls: 0 for no effect and ±100 for the full control effect
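Compounds were pin-transferred into ATP buffer (35 uM final), then GALK plus galactose (5 nM, 100 uM final) was added. After 1 h at room temperature, Kinase-Glo Plus was added and luminescence read after 10 min.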
B2AR arrestin = recruits beta-arrestin to the human beta2-adrenergic receptor. Potency, µM (series often up to 46.1 µM), inactives show at the top dose activation, most hits filed as activators. beta-arrestin recruitment to beta2AR, cell-based reporter. P07550. 330,000 tested, 0.02% active;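 note: potency is the fitted concentration of half-maximal effect; 0% = DMSO controls and full agonism = EC100 isoproterenol or metaproterenol; nearly all actives have a fitted effect of over 65% in size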
KCNH2 3.1 inh = KCNH2 3.1 (human) potassium channel inhibition; U2OS KCNH2 3.1, thallium flux FluxOr; stronger effect = lower value; activity change, % (tested at about 1.8 µM); 340,000 tested, 0.95% active; AID 720553;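 active = maximum activity change below -70%; inconclusive = maximum activity change from -70% to -50%; inactive = maximum activity change above -50%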;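 note: thallium influx rate constant from kinetic fluorescence after stimulation buffer; % is set by controls: 0 for no effect and ±100 for the full control effect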
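FluxOr-based Tl+ influx in U2OS cells transduced with KCNH2 3.1 virus; rate constants normalized to DMSO controls.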
TRPV1 ag = agonists of human vanilloid receptor 1 (TRPV1); activation, % at 8.33 µM; Q8NER1; 320,000 tested, 0.19% active; TRPV1-expressing cells, Fluo-8 calcium influx, agonist mode; in the data active = activation above about 80%; inconclusive = between about 30% and that limit; note: 0% is about no effect
Target sequence (Q8NER1 whole entry, looked up): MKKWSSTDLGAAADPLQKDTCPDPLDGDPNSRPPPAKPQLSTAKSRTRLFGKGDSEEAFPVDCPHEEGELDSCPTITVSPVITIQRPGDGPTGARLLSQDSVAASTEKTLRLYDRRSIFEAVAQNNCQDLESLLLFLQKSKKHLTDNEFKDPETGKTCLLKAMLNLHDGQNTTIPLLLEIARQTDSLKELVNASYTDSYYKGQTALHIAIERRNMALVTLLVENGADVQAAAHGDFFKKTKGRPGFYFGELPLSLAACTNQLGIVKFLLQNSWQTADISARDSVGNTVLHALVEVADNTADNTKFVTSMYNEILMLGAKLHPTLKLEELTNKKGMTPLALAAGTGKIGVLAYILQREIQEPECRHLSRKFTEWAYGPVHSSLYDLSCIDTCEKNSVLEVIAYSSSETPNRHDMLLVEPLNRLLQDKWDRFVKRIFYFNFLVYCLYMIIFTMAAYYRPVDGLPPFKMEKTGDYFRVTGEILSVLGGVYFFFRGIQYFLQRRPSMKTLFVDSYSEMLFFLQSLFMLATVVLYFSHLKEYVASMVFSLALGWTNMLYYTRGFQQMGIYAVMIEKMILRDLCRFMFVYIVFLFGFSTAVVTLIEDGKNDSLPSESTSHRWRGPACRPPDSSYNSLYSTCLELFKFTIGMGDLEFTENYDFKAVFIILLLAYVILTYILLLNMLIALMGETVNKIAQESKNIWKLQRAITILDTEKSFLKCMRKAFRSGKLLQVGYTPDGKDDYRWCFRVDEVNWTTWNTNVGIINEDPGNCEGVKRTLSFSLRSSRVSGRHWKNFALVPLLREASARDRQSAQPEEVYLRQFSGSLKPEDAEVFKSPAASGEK
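Cells expressing TRPV1 were dye-loaded with Fluo-8 and read kinetically: 10 s baseline, 3 min after compound (agonist portion), then 2 min after EC20 capsaicin (allosteric enhancer portion). Calcium-bound dye fluorescence at 480/520 nm.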
PKM2 activator = activators of human pyruvate kinase M2; P14618; purified PKM2, Kinase-Glo ATP luminescence, activation; response scale: 0% is enzyme alone, no compound; Potency, µM (series often up to 57.5 µM), without a hit: at the top dose activation, hits mostly activators; 260,000 tested, 0.34% active; AID 1631; note: potency is the fitted concentration of half-maximal effect; % is set by controls: 0 for no effect and ±100 for the full control effect; nearly all actives have a fitted effect of over 55% in size
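Purified hPK-M2 (>95%) run at intermediate activity with 0.1 mM ADP and 0.5 mM PEP in 50 mM imidazole pH 7.2, KCl, MgCl2; 1 h room temperature. ATP formed read by Kinase-Glo luminescence; normalized to uninhibited and no-enzyme controls.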
Coupling enz = inhibits coupling enzyme system, counter-screen for aldolase hits. coupling enzyme system counterscreen, AmpLite Red fluorescence. activity change, negative = inhibition, % at 58.2 µM, hits read low. 290,000 tested, 0.67% active. AID 2472; in the data active = activity change below about -30%; note: % is set by controls: 0 for no effect and ±100 for the full control effect
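Coupling enzymes only (glyceraldehyde-3-phosphate) + compound, at 57.5 uM final, 10 min RT; add substrate/coupling/AmpLite Red mix, 20 min RT; fluorescence ex 525/em 598 nm. Actives flag coupling-system interference.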
hERG WT inh = KCNH2 (human, wildtype) channel inhibition. Q12809. 340,000 tested, 0.37% active. AID 720551. U2OS, BacMam KCNH2, thallium flux FluxOr; stronger effect = lower value. activity change, % at 1.84 µM;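 active = maximum activity change below -70%; inconclusive = maximum activity change between -70% and -50%; inactive = maximum activity change above -50%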; note: % is set by controls: 0 for no effect and ±100 for the full control effect
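U2OS cells were transduced with wild-type KCNH2 virus (2.03 x 10^8 / mL) for 4 h at room temperature, then cultured overnight at 37 C. Thallium flux was read with FluxOr dye. Rate constants were normalized to DMSO controls.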
Starred values were filed as active, the others as inactive; ? = inconclusive; . = not tested or not shown; & = joins results of further samples; [ ] = dose if it differs, or a comment. Unless noted, calls come from the whole dose curve; as a rule, active = well fitted curve in the direction sought with a large enough effect; inconclusive = small, poorly fitted or top-dose-only effect, or another doubt; inactive = no such curve, though single readings can be large; an effect the other way counts as inactive or inconclusive. Some of the compounds tested, so the mix of outcomes need not match the whole.

item	structure	KCNH2 3.1 inh	TRPV1 ag	B2AR arrestin	hERG WT inh	PKM2 activator	Coupling enz	Giardia kill	USP2a block	CXXC DNA block	Menin MLL FP TR	GALK inh
1	CC1CCCCC1NC(=O)/C(C#N)=C/c1ccc2c(c1)OCCO2 (stereo not given)	-6	3	-0.5%	-1	-1%	0	3	0%	-8%	-7%	1%
2	Cc1nc2ccc3nc(NC(=O)c4ccc5c(c4)OCCO5)sc3c2s1	0	-4	0.3%	-2	-3%	3	-16&-15	-4%	-4%	-7%	3%
3	Cc1cc(Cl)ccc1NNC(=O)c1cccs1	8	.	-0.9%	6	-10%	1	-3	-6%	-4%	.	0%
4	COc1ccc(C(C)(C)C)cc1NC(=O)CCNC(=O)c1ccco1	4	7	-0.7%	-11	-10%	-3	17	0%	-3%	-10%	-1%
5	Cc1ccc(Cn2c(N3CCCCCC3)nc3c2c(=O)[nH]c(=O)n3C)cc1	15	?	-0.3%	6	-15%	4	-11	-2%	10%	-19%	2%
6	NC(=O)CC(NC(=O)Cc1cccc2ccccc12)c1ccc(N2CCC(N3CCCC3)CC2)c([N+](=O)[O-])c1 (stereo not given)	-14	-7	-1.0%	11	2%	3	-10	1%	3%	6%	.
7	Cc1cccc(SCC(=O)Nc2ccc3c(c2)OCCO3)c1	-1	7	-0.7%	-1	1%	-4	-19	1%	2%	11%	-2%
8	CCC1(CC)NC(=O)N(CC(=O)OCc2nc3cc(C(=O)OC)ccc3c(=O)[nH]2)C1=O	-13	0	0.1%	1	.	.	-1	-6%	.	.	.
9	O=C1COc2ccc(S(=O)(=O)NCc3ccccc3)cc2N1	-6	-1	-0.3%	-1	17%	-3	30[activator]	2%	3%	-10%	0%
10	CN(C)c1ccc(NC(=S)NC23CC4CC(CC(C4)C2)C3)cc1	-13	?	-0.8%	-6	-9%	0	-14	-1%	-4%	?	-1%
11	Cc1onc(-c2c(F)cccc2Cl)c1C(=O)NCc1cccs1	12	1	-0.2%	-13	-7%	0	-5	0%	-1%	13%	-1%
12	Cc1cc2occ(CC(=O)N(C)CC(=O)Nc3ccccc3C(F)(F)F)c2cc1C	-39	5	3.7%	-2	.	.	-15	3%	.	.	.
13	O=C(CC1C(=O)NCCN1Cc1cccc(F)c1)NCCCCCN1CCOCC1 (stereo not given)	-8	0	-0.6%	4	-4%	.	13	0%	3%	.	-3%
14	O=C1CCCC(O)=C1N=Nc1ccc(Cl)c(Cl)c1	.	21	-0.1%	-26	.	0	15	0%	10%	-10%	10%
15	CCOc1cccc(CNCc2cccnc2)c1OCc1ccccc1	-8	15	-0.1%	-22	-8%	3	-13	2%	-1%	?	8%
16	CC(=O)Oc1ccccc1C(=O)NC(C)CCc1ccccc1 (stereo not given)	8	-6	-0.7%	0	-16%[11.5 µM]	2	17	-2%	5%	16%	5%
17	Cc1ccc(S(=O)(=O)N2CC(=O)Nc3ccccc32)c(C)c1NS(C)(=O)=O	-7	-2	0.4%	-6	.	1	-4	1%	8%	4%	1%
18	CC(C)(C)n1nnnc1C(c1cccs1)N1CCN(Cc2ccc3c(c2)OCO3)CC1 (stereo not given)	11	29	0.2%	13	-19%	-3	6	1%	-1%	-2%	-2%
19	COc1ccc(NC(=O)c2ccccc2N(Cc2ccccc2)S(C)(=O)=O)cc1OC	-20	-5	-0.1%	2	-18%	-3	-12	1%	-6%	2%	1%
20	COc1ccc(NC(=S)c2ccncc2)cc1	11	6	-0.4%	-4	-4%	0	-16	4%	-5%	1%	0%
21	CC(C)C[C@@H](COc1ccccc1)N1CCN(C)CCC1=O	16	-2	-0.4%	5	0%	2	0	0%	2%	8%	.
22	Cc1csc(SCCn2c(N3CCOCC3)nc3c2c(=O)[nH]c(=O)n3C)n1	12	-4	-0.4%	-2	-6%	0	-6	2%	3%	19%	-2%
23	CCN(CC(=O)NCc1ccc(F)cc1)C(=O)/C=C/c1cccs1	2	7	-0.1%	8	-6%	1	9	-1%	-8%	-3%	0%
24	COc1cc(C(=O)NCC(=O)NCCSc2ccc(Br)cc2)cc(OC)c1OC	9	23	-0.1%	-19	.	.	-20	0%	.	.	.
25	C/C=C\C=C/C(=O)Nc1cccc(C2=NOC3(C2)C[C@@H](C(N)=O)N(C(=O)c2ccccc2)C3)c1 (stereo not given in full)	.	4	-0.7%	.	?	-11	.	20%	3%	.	-3%
26	COc1ccccc1C1C(C#N)=C(N)Oc2c1oc(CO)cc2=O (stereo not given)	-6	-1	-0.6%	3	-5%	-4	-6	0%	12%	-1%	-1%
27	CC(=O)NC12CC3CC(C1)CC(C(=O)Oc1ccc(N(C)S(=O)(=O)c4cc(C)ccc4C)cc1)(C3)C2	1	27	-0.7%	6	.	.	-2	0%	.	.	.
28	COc1cccc(C2=NOC(C(=O)N3CCc4ccccc4C3)C2)c1 (stereo not given)	0	?	-1.4%	-9	11%	-12	-7	4%	-3%	-13%	0%
29	COCCn1c(C)cc(C(=O)COC(=O)Cc2n[nH]c(=O)c3ccccc23)c1C	16	0	-1.2%	0	.	.	0	-3%	.	.	.
30	COc1ccc(-c2c[n+](CC(=O)c3cccs3)c3n2CCC3)cc1	-8	1	-0.1%	1	-7%	-1	-19	1%	4%	.	-1%
31	CC(=O)Nc1ccnn1C1CCN(C(=O)c2cccc(C)c2C)CC1	-3	2	0.0%	-7	.	.	25	3%	45%[activator]	.	-9%
32	COc1cc2[nH]c(=O)n(CCC(=O)NCCC(C)C)c(=O)c2cc1OC	4	-5	0.0%	-10	0%	-1	-5	-8%	4%	-1%	0%
33	COc1cccc(/C=N/Nc2ncnc3c2[nH]c2ccc(C)cc23)c1OC	36	24	0.2%	6	?	0	?	0%	22%	.	3%
34	NC(=O)COC(=O)c1ccccc1SCC(=O)NC1CCCCCC1	-5	-6	-0.9%	10	.	-3	10	0%	17%	10%	6%
35	Cc1ccc(NC(=S)Nc2ccc(S(=O)(=O)N3CCOCC3)cc2)cc1S(=O)(=O)N1CCOCC1	1	1	-0.2%	5	3%	0	9	1%	-4%	6%	8%
36	CCOC(=O)C1(Cc2cccc(OC)c2)CCN(Cc2ccc3c(c2)OCCO3)CC1	-23	13	-1.1%	9	-11%	-3	-18	-2%	-6%	?	9%
37	COC(=O)C1=C(C)N(CCCC(=O)O)C(=O)NC1c1ccc(-c2ccccc2)cc1 (stereo not given)	34	-2	-0.1%	4	0%	8	-26	-1%	0%	1%	.
38	Cc1cc2c(=O)[nH]cnc2s1	-3	-2	0.4%	-16	-5%	6	-9	2%	-8%	2%	1%
39	O=C(Nc1ccccc1C(=O)N1CCCC1)c1ccc(Cl)c([N+](=O)[O-])c1	2	12	0.0%	-1	-12%	-1	10	2%	-5%	-2%	-1%
40	O=S(=O)(N/N=C\c1ccccc1O)c1ccc(Cl)cc1	-8	10	0.1%	2	4%	6	-2	4%	-11%	?	-9%
41	CCOC(=O)N/N=C/c1cc(C)n(-c2ccccc2)c1C	-18	-1	0.0%	.	1%	0	-11	3%	5%	-16%	2%
42	CCOC(=O)[C@@H]1[C@H]2COc3cc(OC)ccc3[C@@H]2N2C(=O)N(c3cccc(C)c3)C(=O)[C@]12C	-5	.	-1.1%	1	.	.	6	-3%	.	.	.
43	Cc1ccc(C)c(N2CCN(CCN3CCCCC3)CC2)c1	-18	-1	0.1%	10	.	0	-30	4%	23%	-7%	0%
44	CCOC(=O)c1c(NC(=O)CSc2c[nH]c3ccccc23)sc2c1CCCC2	-3	0	-0.8%	1	-16%	-14	-15	-14%	8%	?	.
45	COc1cccc(C=Nc2cccnc2)c1O	.	1	-0.2%	.	0%	1	.	2%	5%	?	-1%
46	Cc1nc(CNS(=O)(=O)c2cccnc2)cs1	12	2	-0.2%	11	-4%	4	-13	-1%	0%	16%	1%
47	O=C(CCCn1cnc([N+](=O)[O-])n1)Nc1ccc(Cl)cc1Cl	-4	-5	2.7%	-5	-4%	-5	?	5%	9%	-5%	2%
48	Cc1cc2c(cc1S(=O)(=O)Nc1ccc(OC(F)(F)F)cc1)OCC(=O)N2	-28	-3	-0.9%	7	.	.	-23	-3%	12%	.	1%
49	Cc1nc(NC(=S)Nc2ccccc2)sc1C	30	21	?	12	3%	1	-13	-2%	-8%	12%	-1%
50	Cc1nc(N2CCN(c3ccccn3)CC2)c2c(C)c(C(=O)Nc3ccccc3F)sc2n1	-45	6	0.4%	5	3%	1	5	-2%	6%	9%	-2%
51	CC(=O)C1=C(C)NC(SCC(=O)c2ccc(C)cc2)=C(C#N)C1c1ccco1 (stereo not given)	.	3	0.6%	.	1%	-11	.	4%	2%	?	0%
